Source: PubChem BioAssay (National Center for Advancing Translational Sciences (NCATS))
GAA spleen mod – inhibits or activates alpha-glucosidase in human spleen homogenate | P10253 | human spleen homogenate, 4-MU-alpha-glucoside fluorescence | Potency, µM (highest dose often 79.9 µM), for inactives: top-dose activity change, negative = inhibition, usual class: inhibitors | 240,000 tested, 0.006% active | AID 2112;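 also: 0% = enzyme with vehicle and -100% = no enzyme basal signal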
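Enzyme source: human spleen homogenate, 1 ug/well. Buffer 50 mM citric acid/K phosphate pH 5.0, 0.01% Tween-20. 4-MU-alpha-glucoside 1 mM; 37 C x 40 min; NaOH/glycine stop; fluorescence.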
HttQ103 aggreg – reduces HttQ103-GFP aggregates in PC12 cells; 220,000 tested, 1.1% active; PC12 HttQ103-GFP aggregates, Acumen cytometry, 40 h; Potency, µM (highest dose often 46.1 µM), without a hit: top-dose activity change, negative = inhibition, usual class: inhibitors; also: % is scaled to controls: 0 for no effect and ±100 for the full control effect; nearly all actives have a fitted effect of over 60% in size
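Ecdysone-promoter PC12 model expressing HTT exon 1 Q103 fused to GFP, induced by tebufenozide at 100 nM final. Compounds titrated; aggregates sized 1–25 µm scored on a 488 nm laser cytometer.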
HTT cytoprotect – cytoprotection in Huntington HTT-Q103 PC12 cell model. PC12 HTT-Q103 induced, cytoprotection, ATP luminescence, 40 h. Potency, µM (series often up to 56.4 µM), without a hit: cytoprotection (ATP increase), most hits filed as activators. 230,000 tested, 0.14% active;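 also: % of control where 0% means no effect; nearly all actives have a fitted effect of over 45% in size; toxic huntingtin expression switched on by the ecdysone agonist tebufenozide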
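PC12 cells stably carrying ecdysone-inducible Htt exon 1 (Q103)–GFP were induced with 100 nM tebufenozide (final) alongside library compounds in a dose series. Cytoprotection was scored as retained ATP by ATPlite luminescence.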
GAA inhib – blocks human lysosomal alpha-glucosidase; P10253; purified human GAA, 4-MU-alpha-glucoside fluorescence; Potency, µM (series often up to 76.9 µM), without a hit: at the highest dose activity change, negative = inhibition, hits mostly inhibitors; 200,000 tested, 0.005% active; AID 1466;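 also: plate controls were uninhibited enzyme wells for no effect and no-enzyme background for full effect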
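Fluorogenic assay: 4 nM human alpha-glucosidase with 400 uM 4-methylumbelliferyl-alpha-D-pyranoside in 50 mM citrate/phosphate, 0.005% Tween-20, pH 5.0, 20 min at room temperature. Compounds tested up to 77 uM; AC50 from Hill fits.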
IMPase Li inh – IMPase inhibition in cells with lithium potentiation; 210,000 tested, 0.35% active; AID 1457; CHO-M1 cells, IP1 TR-FRET (IP-One), carbachol + lithium; Potency, µM (doses to about 59.4 µM), inactives show top-dose activity, negative = IMPase inhibition, actives largely listed as inhibitors;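 also: IP1 builds up when IMPase is blocked and the TR-FRET signal falls; plate controls were basal vehicle for no effect and high inhibitor control for full effect; nearly all actives have a fitted effect of over 50% in size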
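IP1 accumulation measured by competitive TR-FRET in lysed CHO-M1 cells after 30 min compound exposure at 37C, with a small lithium addition to potentiate weak responses. Hill-equation AC50 from ratio and donor-channel data.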
GAA glycogen mod – inhibitors or activators of human alpha-glucosidase glycogen cleavage | AID 2100 | 300,000 tested, 0.38% active | recombinant GAA, glycogen substrate, Amplex Red glucose oxidase fluorescence | Potency, µM (highest dose often 76.4 µM), for inactives: at the top dose activity change, negative = inhibition, actives largely listed as inhibitors;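 also: 0% = full enzyme reaction and -100% = no-enzyme basal signal; the screen sought inhibitors and activators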
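Recombinant human alpha-glucosidase (4 nM final) hydrolysed bovine liver glycogen (30 ug) for 40 min at 37 C in pH 5.0 citrate/phosphate with 0.01% Tween-20. Released glucose detected by glucose oxidase/Amplex Red, Ex 573/Em 610 nm. Compounds up to 77 uM; AC50 from Hill fits.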
RGS12 GoLoco inh – RGS12 GoLoco-Gai1 interaction inhibition | 230,000 tested, 0.44% active | Gai1:RGS12 GoLoco peptide FP, rhodamine, 10 min | Potency, µM (top dose mostly 61.6 µM), for the others: at the top dose activity, negative = inhibition, usual class: inhibitors; active = well fitted inhibition curve with a large enough effect, not every such curve was filed as active; inactive = no such curve, though single readings can be large or run the other way; also: % is scaled to controls: 0 for no effect and ±100 for the full control effect; nearly all actives have a fitted effect of over 30% in size; many of its hits are not listed in these tables
Target sequence (P63096 whole entry, looked up): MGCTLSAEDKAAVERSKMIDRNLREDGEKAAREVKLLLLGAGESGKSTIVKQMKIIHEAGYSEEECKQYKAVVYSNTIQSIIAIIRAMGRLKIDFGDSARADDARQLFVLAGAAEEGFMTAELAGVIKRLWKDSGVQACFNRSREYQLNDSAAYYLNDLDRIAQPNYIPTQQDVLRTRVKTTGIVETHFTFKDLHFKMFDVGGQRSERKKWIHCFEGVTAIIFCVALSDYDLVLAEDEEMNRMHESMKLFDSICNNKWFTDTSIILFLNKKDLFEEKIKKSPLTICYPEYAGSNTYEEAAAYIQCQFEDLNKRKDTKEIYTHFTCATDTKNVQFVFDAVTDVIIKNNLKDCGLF
* = called active by the depositor; ? = inconclusive; / = not tested or not shown; [ ] = remark or other dose. Unless noted, calls follow the shape of the dose curve; as a rule, active = well fitted curve in the direction sought with a large enough effect; inconclusive = small, poorly fitted or top-dose-only effect, or another doubt; inactive = no such curve, though single readings can be large; an effect the other way counts as inactive or inconclusive. Potency is read from the fitted curve at half-maximal effect. These rows are one share of the data; rates above refer to the full screens.

nr	SMILES	GAA spleen mod	HttQ103 aggreg	HTT cytoprotect	GAA inhib
1	CCC1(c2ccccc2)NC(=S)N(c2ccc(C)cc2)N1 (stereo not drawn)	-5%	1%	-66%[inhibitor]	3%
2	NC(=O)c1nsnc1-c1ccccc1O	9%	-1%	-2%[10 µM]	0%
3	Cc1ccc(O)c(NC(=O)CSc2n[nH]c(C)c2[N+](=O)[O-])c1	-1%	?	-1%[10 µM]	-1%
4	C/C(=N\NC(=O)c1ccn(C)n1)c1ccc(NC(=O)C2CCCC2)cc1	-4%	8%	-20%[10 µM]	-4%
5	CCCCOC(=O)C(C)Sc1n[nH]c(=O)[nH]c1=O (stereo not drawn)	0%	1%	-18%	2%
6	COCc1nnc(NC(=O)c2ccco2)s1	2%	15%	-17%	5%
7	C=CCn1c(SC(C)C(N)=O)nc2sc(CC)cc2c1=O (stereo not drawn)	0%	0%	/	-2%
8	COc1ccc(Oc2ncc3nc(CCc4ccccc4)c(=O)n(C[C@H]4CCCO4)c3n2)cc1	-2%	/	1%	/
9	Cc1cc(C)c(NC(=O)CSc2nc3ccc(NC(=O)CSc4nnnn4-c4ccccc4)cc3s2)c(C)c1	-2%	10µM*	/	2%
10	CCCCCCN(C(=O)CCCCCN1C(=O)NC(C2CC2)C(C(=O)OCc2ccccc2)=C1C)C(C(=O)NCCCC)c1ccc(OCC(=O)OC)c(C(=O)OC)c1 (stereo not drawn)	8%	/	-2%	/

nr	IMPase Li inh	GAA glycogen mod	RGS12 GoLoco inh
1	3%	?	2%
2	11%	17%	-11%
3	14%	?	6%
4	7%	-9%	12%
5	-7%	7%	2%
6	0%[38.3 µM]	5%	1%
7	3%	17%	6%
8	18%	/	-1%
9	1%	4%	2%
10	11%	/	15%

(continued)
nr	SMILES	GAA spleen mod	HttQ103 aggreg	HTT cytoprotect	GAA inhib
11	O=C(CS(=O)c1cccc(C(F)(F)F)c1)Nc1ccc(Cl)cc1Cl (stereo not drawn)	-3%	-7%	-20%[10 µM]	-10%
12	COc1ccc(CN2C(=O)CS(=O)CC2=O)cc1OC	-8%	16%	-6%[10 µM]	7%
13	O=C(O)c1cccc(SSc2cccc(C(=O)O)c2)c1	/	/	-3%[10 µM]	/
14	CC(C)(C)c1cc(NCCCn2ccnc2)n2ncc(-c3ccccc3)c2n1	0%	-8%[9.22 µM]	-11%[10 µM]	-8%[15.4 µM]
15	Cc1ccc(C(C)C)cc1C(=O)CC1(O)C(=O)N(C)c2ccccc21 (stereo not drawn)	-8%	-24%	-5%	-3%
16	O=C(CCCOc1ccc(Cl)cc1)N1CCCCC1	-2%	-18%	-6%	-8%
17	CCCCNC(=O)c1onc(CSc2ccccc2F)c1C(=O)O	-6%	-14%	-14%	-6%
18	O=C1c2ccccc2C(=O)N1CCn1c(=O)oc2ccccc21	-7%	-8%	10%[0.074 µM]	-7%
19	Cc1ccnc(NS(=O)(=O)c2ccc(CC(C)C)cc2)c1	-1%	-32%	-2%	3%
20	O=C(OCCNc1nc(-c2ccccc2)nc2ccccc12)c1ccncc1	-6%	13%[9.22 µM]	15%[10 µM]	-4%

nr	IMPase Li inh	GAA glycogen mod	RGS12 GoLoco inh
11	-3%	10%	-10%
12	-1%	1%	-5%
13	5%	/	9%[14.2 µM]
14	/	-6%	3%
15	-7%[38.3 µM]	0%	-4%
16	23%[38.3 µM]	-15%	-15%
17	-6%[38.3 µM]	-11%	8%
18	10%[38.3 µM]	-5%	9%
19	19%[38.3 µM]	2%	0%
20	13%	7%	2%

Remaining list, next part.
nr	SMILES	GAA spleen mod	HttQ103 aggreg	HTT cytoprotect	GAA inhib
21	CN1C(=O)N(C)C2(c3ccccc3)NC(=O)NC12c1ccccc1 (stereo not drawn)	2%	19%	14%	-2%
22	COc1ccccc1N1CCN(C(=O)c2sc3nc(-c4ccccc4)cn3c2C)CC1	-6%	?	-25%[10 µM]	-33%
23	Cc1ccccc1-n1c(SCC(=O)Nc2ccc3c(c2)OCO3)nnc1-c1ccccn1	-13%	-2%	19%[1.9 µM]	-5%
24	O=C(NC(=S)NCC1CCCO1)c1cccc([N+](=O)[O-])c1 (stereo not drawn)	-2%	-8%	-15%[0.074 µM]	5%
25	Cc1cc(C)c2cc(C#N)c(SCC(=O)NCc3ccco3)nc2c1	-2%	4%	-4%	6%
26	COc1ccccc1C(=O)NC(=S)N1CCc2ccccc21	6%	4%	-2%	-3%
27	COc1ccc(/C=N/NC(=O)CCC(=O)Nc2ccccc2)cc1OC	-20%	13%	-7%[10 µM]	-23%
28	CCCc1c(C)[nH]c2ccccc2c1=O	-7%	-2%	14%[10 µM]	0%
29	Cc1ccc(Cn2nnc3c(=O)[nH]c(C4CCN(S(=O)(=O)c5ccc(C)cc5)CC4)nc32)cc1	-5%	16%[9.22 µM]	-21%	-6%
30	CC1(C)Cc2c(sc(NC(=O)COc3ccccc3)c2C#N)C(C)(C)N1	-4%	19%[9.22 µM]	29%[10 µM]	7%

nr	IMPase Li inh	GAA glycogen mod	RGS12 GoLoco inh
21	13%[38.3 µM]	9%	-1%
22	3%	-3%	1%
23	24%	-13%	-7%
24	5%	3%	17%
25	7%[38.3 µM]	-1%	14%
26	13%	21%	4%
27	8%	-4%	4%
28	7%[38.3 µM]	-5%	7%
29	-2%[38.3 µM]	-6%	14%
30	5%	4%	9%

The list goes on.
nr	SMILES	GAA spleen mod	HttQ103 aggreg	HTT cytoprotect	GAA inhib
31	CC(=O)N=Cc1c(C)c(C#N)c(=O)n(C)c1O	2%	-25%	-28%	1%
32	COC(=O)c1ccc(N2C(=O)C3CC(C)=C(C)CC3C2=O)cc1 (stereo not drawn)	/	-14%	-9%	-5%
33	O=C(CN1C(=O)CCS(=O)(=O)c2ccccc21)Nc1cccc(F)c1	1%	-1%	-14%	-2%
34	O=C(NCCSCc1ccco1)Nc1ccccc1	10%	27%	-28%	6%
35	Cc1nc2ccccc2nc1CSc1nnc(N)s1	-10%	8%	13%	1%
36	Cc1cc(C(=O)NCc2ccc3c(c2)OCO3)c(C)o1	-5%	19%[9.22 µM]	-6%[10 µM]	/
37	Cc1ncc(CSC(=N)N)n1Cc1ccccc1	/	/	4%[10 µM]	/
38	C/C=C/C(=O)Nc1nnc(-c2ccccc2C)s1	4%	3%[9.22 µM]	-33%[10 µM]	8%
39	Cn1nnnc1SCC(=O)c1ccc(Br)s1	-8%	16%	-11%	-2%
40	CC(C)OCCCn1c(=S)[nH]c2ncccc2c1=O	-10%	9%	-11%	-19%

nr	IMPase Li inh	GAA glycogen mod	RGS12 GoLoco inh
31	-3%	5%	9%
32	-2%	1%	0%
33	-8%[38.3 µM]	-1%	-2%
34	/	3%	/
35	23%[38.3 µM]	-7%	9%
36	/	5%	4%
37	8%	/	-2%[14.2 µM]
38	10µM*	9%	14%
39	-21%[38.3 µM]	0%	10%
40	-1%[38.3 µM]	12%	-1%

Reprinted at random: three entries already listed
nr	SMILES	GAA spleen mod	HttQ103 aggreg	HTT cytoprotect	GAA inhib
35	Cc1nc2ccccc2nc1CSc1nnc(N)s1	-10%	8%	13%	1%
33	O=C(CN1C(=O)CCS(=O)(=O)c2ccccc21)Nc1cccc(F)c1	1%	-1%	-14%	-2%
34	O=C(NCCSCc1ccco1)Nc1ccccc1	10%	27%	-28%	6%

nr	IMPase Li inh	GAA glycogen mod	RGS12 GoLoco inh
35	23%[38.3 µM]	-7%	9%
33	-8%[38.3 µM]	-1%	-2%
34	/	3%	/

Next structures.
nr	SMILES	GAA spleen mod	HttQ103 aggreg	HTT cytoprotect	GAA inhib
41	O=C(CN1C(=O)c2ccccc2S1(=O)=O)N1CCN(Cc2ccc3c(c2)OCO3)CC1	1%	?	-38%	3%
42	Cc1cccc(C2=NC(C(F)(F)F)(C(F)(F)F)c3c(n(-c4ccc(F)cc4)c(=O)[nH]c3=O)N2)c1	0%	-7%	/	6%
43	O=C(CSc1ccc2c(c1)OCCO2)Nc1ccc(Br)cc1	?	10%	-34%	-1%
44	CCC1(C)Cc2nc(Cl)c(C#N)cc2CO1 (stereo not drawn)	0%	-20%[9.22 µM]	6%[10 µM]	/
45	Cc1cc(C)c2c(C)c(C(=O)Nc3c(C)n(C)n(-c4ccccc4)c3=O)oc2c1	0%	11%	/	2%
46	FC(F)(F)c1nc(-c2ccccc2)ncc1-c1nnnn1-c1ccccc1	-4%	-11%[9.22 µM]	1%[10 µM]	/
47	CC(C)Cn1c(=O)c(C(=O)N/N=C/c2cccc(F)c2)c(O)c2ccccc21	-5%	-11%	44%[10 µM]	-9%
48	CN1CCN(c2ncc3nc(CCc4ccccc4)c(=O)n(Cc4ccc(F)cc4)c3n2)CC1	-1%	/	18%	/
49	CN(C)c1ccc(Nc2nc(N)c([N+](=O)[O-])c(N3CCOCC3)n2)cc1	-12%	?	/	0%
50	Cc1cc(NC(=O)Cn2cnc3c2c(=O)n(C)c(=O)n3C)n(-c2ccccc2)n1	-1%	-14%	-8%[10 µM]	-9%

nr	IMPase Li inh	GAA glycogen mod	RGS12 GoLoco inh
41	28%[38.3 µM]	1%	-1%
42	-1%	-8%	6%
43	/	-1%	/
44	/	4%	-1%
45	1%	-3%	-2%
46	/	-7%	-20%
47	-6%	7%	8%
48	10%	/	6%
49	27%	5%	-18%
50	9%[38.3 µM]	-2%	-4%

(list continues)
nr	SMILES	GAA spleen mod	HttQ103 aggreg	HTT cytoprotect	GAA inhib
51	CCn1c(NC(=O)c2ccccc2)c(-c2cccs2)c(=O)c2ccccc21	1%	29%	-4%	-1%
52	Cc1ccc(C(=O)c2ccc(N3CCOCC3)c(F)c2)cc1	2%	8%	-10%[1.9 µM]	-5%
53	COc1cc(/C=N/NC(=O)CCNC(=O)c2ccccc2Cl)ccc1O	5%	23%	-8%	4%
54	COc1ccc(CCNC(=O)c2ccccc2SC)cc1	-4%	-4%	-36%[inhibitor]	-3%
55	Cc1cccc2nc(CSc3nc4[nH]ncc4c(=O)n3-c3ccccc3Cl)cc(=O)n12	-8%	-17%	/	-4%
56	O=[N+]([O-])c1cc2c(cc1Br)CCN2	-1%	23%[9.22 µM]	10%[10 µM]	-4%

nr	IMPase Li inh	GAA glycogen mod	RGS12 GoLoco inh
51	5%[38.3 µM]	-2%	-1%
52	20%	2%	6%
53	19%	-24%	5%
54	7%	-11%	0%
55	5%	-8%	71%[activator]
56	9%	-22%	-8%
